HIV peptide binding – cell-free HIV fusion peptide-binding blockers – biochemical, uHTS, fluorescence dequenching, primary screen (AID 1986) | cell-free peptide binding, fluorescence dequenching, 30 min; higher % means a stronger effect | one-dose inhibition, % at 20 µM; IC50 in µM for titrated hits | 0.3% of 290,000 active; in the data active = inhibition mostly above about 52%, no sharp cut-off; inactive = mostly below about 76%; note: some results filed as inactive read as strong as hits
KOR beta-arrestin-1 – kappa opioid receptor blockers – cell-based, luminescence, uHTS (AID 1778); KOR beta-arrestin recruitment, luminescence, antagonist mode; higher % means a stronger effect; inhibition, % at 10 µM, or IC50 in µM where a hit was titrated; 0.091% of 290,000 active; note: strong numbers were not always called active
GPR55 beta-arrestin – GPR55 agonists via beta-arrestin recruitment, primary screen, imaging, U2OS cells, beta-arrestin-GFP redistribution (AID 1961) | U2OS GPR55 beta-arrestin-GFP redistribution imaging; higher % means a stronger effect | activation, % at 10 µM, or EC50 in µM where a hit was titrated | 0.048% of 290,000 active;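 active = activation above 40% with more than 50 cells counted in the well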;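 note: U2OS osteosarcoma cells stably expressing GPR55 and beta-arrestin-GFP; plate controls were DMSO negative control for no effect and LPI positive control for full effect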
HEK293 NOD2/NF-kB – NOD2 signaling inhibitors, cell-based, luminescence, uHTS, HEK293 (AID 1566); HEK293 NOD2/NF-kB luciferase reporter, luminescence; higher % means a stronger effect; inhibition, % at 4 µM; hits with a dose series show EC50 in µM; 0.63% of 290,000 active; note: many of its hits are not listed in these tables
Myeloid diff 2 – myeloid differentiation induction. ER-HoxA9 myeloid progenitors, lysozyme-GFP differentiation, flow cytometry. calls only at 10 µM. 1% of 360,000 active. AID 624256;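 active = normalized GFP-positive differentiation at or above the plate's own cutoff, the solvent-only control mean plus 3 SD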;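 note: cells exposed to compound for four days before flow analysis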
NOD1 NF-kB reporter – NOD1 signaling inhibitors, primary screen, cell-based, luminescence, uHTS (AID 1578) | inhibition, % at 4 µM, or EC50 in µM where a hit was titrated | NOD1-driven NF-kB luciferase reporter cells, luminescence; higher % means a stronger effect | 1% of 290,000 active; in the data active = inhibition mostly above about 36%, no sharp cut-off; inactive = mostly below about 34%;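 note: HEK-293T reporter cells stimulated with the NOD1 agonist gamma-tri-DAP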
GPR35 antagonists – inhibition of zaprinast-stimulated GPR35 beta-arrestin translocation – imaging, U2OS, beta-arrestin-GFP, zaprinast agonist, primary screen (AID 2058); U2OS GPR35 beta-arrestin-GFP translocation imaging, zaprinast antagonism; higher % means a stronger effect; inhibition, % at 10 µM, or IC50 in µM where a hit was titrated; 0.052% of 290,000 active;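 active = inhibition of at least 50% with at least 30 cells and total cytoplasm GFP at most 10,000,000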
KOR beta-arrestin-2 – KOR agonists, beta-arrestin recruitment, primary screen, cell-based, luminescence, uHTS (AID 1777); KOR beta-arrestin recruitment, luminescence; higher % means a stronger effect; 0.02% of 280,000 active; activation, % at 10 µM; hits with a dose series show EC50 in µM; in the data active = activation above about 50%, passing the limit was not always enough; note: a part of the inactive calls stands beside numbers as strong as those of hits
GPR55 LPI antagonism – inhibition of LPI-stimulated GPR55 beta-arrestin translocation – imaging, U2OS, beta-arrestin-GFP, LPI agonist, primary screen (AID 2013) | U2OS GPR55 beta-arrestin-GFP translocation imaging, LPI antagonism; higher % means a stronger effect | one-dose inhibition, % at 10 µM; IC50 in µM for titrated hits | 0.13% of 290,000 active;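 active = spots per cell inhibited over 60%, with over 100 cells counted and total cytoplasm intensity under 500,000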;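 note: U2OS cells stably carrying GPR55 and arrestin-GFP stimulated by 5 µM LPI near EC80; imaged beta-arrestin-GFP aggregate spots per cell after agonist stimulation; plate controls were LPI-stimulated DMSO wells for no effect and DMSO wells without LPI for full effect; some results filed as inactive read as strong as hits; confirmed hits need IC50 under 10 µM and bright autofluorescent wells are also inconclusive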
Myeloid diff 2 GFP+ MAC1+ % – second read-out of Myeloid diff 2, no call of its own (marks repeat the call); GFP+ MAC1+ double positive, %; measured here: differentiation confirmed by MAC1 staining
Numbers without * were called inactive; i = inactive; nt = not tested or not shown; + = active, no number; [ ] = remark or other dose. Cut-off read from the data, not from the text of the source, unless noted: active = inhibition above about 50%; inactive = the rest. An excerpt; count on the stated rates, not on these rows.

The opening 7 compounds, ahead of the listing:
Every second line gives: HIV peptide binding	KOR beta-arrestin-1	GPR55 beta-arrestin	HEK293 NOD2/NF-kB	Myeloid diff 2	Myeloid diff 2 GFP+ MAC1+ %	NOD1 NF-kB reporter	GPR35 antagonists	KOR beta-arrestin-2	GPR55 LPI antagonism
- COc1ccc(OC)c(NC(=O)C23CCC(C)(C(=O)C2)C3(C)C)c1 (stereo unspecified)
 : -1.8%	17%	-0.2%	-4%	i	1.3	-7%	12%	-5.0%	-2%
- O=C(Nc1cc(C(F)(F)F)ccc1Cl)C(NCc1ccccc1)c1ccccc1 (stereo unspecified)
 : 2.3%	25%	-0.1%	4%	i	0.4	-3%	-9%	-2.9%	17%
- Cc1c(NC(=S)N/N=C\c2ccccc2O)c(=O)n(-c2ccccc2)n1C
 : 0.9%	-18%	0.2%	10%	i	0.7	-38%	-8%	1.0%	4%
- O=C(/C=C/c1cccc([N+](=O)[O-])c1)NC(=S)Nc1ccc(CN2CCOCC2)cc1
 : -2.3%	25%	0.0%	21%	i	0.4	34%	-1%	1.3%	-2%
- CC(=O)Nc1ccc(/C=C2\Sc3ccccc3C2=O)cc1
 : -2.4%	2%	-0.3%	-22%	i	0.5	-2%	1%	3.8%	-2%
- CCC1CCCCN1S(=O)(=O)c1ccc(-n2cnnn2)c(C)c1 (stereo unspecified)
 : -0.1%	-45%	-0.1%	10%	i	0.1	-29%	0%	4.4%	2%
- Cc1cc(NC(=O)COC(=O)c2cccc(S(=O)(=O)N3CCOCC3)c2)no1
 : 0.0%	-64%	-0.1%	-2%	i	1.0	4%	-14%	4.2%	0%

All compounds of this part, from the start:
Every second line gives: HIV peptide binding	KOR beta-arrestin-1	GPR55 beta-arrestin	HEK293 NOD2/NF-kB	Myeloid diff 2	Myeloid diff 2 GFP+ MAC1+ %	NOD1 NF-kB reporter	GPR35 antagonists	KOR beta-arrestin-2	GPR55 LPI antagonism
- COc1ccc(OC)c(NC(=O)C23CCC(C)(C(=O)C2)C3(C)C)c1 (stereo unspecified)
 : -1.8%	17%	-0.2%	-4%	i	1.3	-7%	12%	-5.0%	-2%
- O=C(Nc1cc(C(F)(F)F)ccc1Cl)C(NCc1ccccc1)c1ccccc1 (stereo unspecified)
 : 2.3%	25%	-0.1%	4%	i	0.4	-3%	-9%	-2.9%	17%
- Cc1c(NC(=S)N/N=C\c2ccccc2O)c(=O)n(-c2ccccc2)n1C
 : 0.9%	-18%	0.2%	10%	i	0.7	-38%	-8%	1.0%	4%
- O=C(/C=C/c1cccc([N+](=O)[O-])c1)NC(=S)Nc1ccc(CN2CCOCC2)cc1
 : -2.3%	25%	0.0%	21%	i	0.4	34%	-1%	1.3%	-2%
- CC(=O)Nc1ccc(/C=C2\Sc3ccccc3C2=O)cc1
 : -2.4%	2%	-0.3%	-22%	i	0.5	-2%	1%	3.8%	-2%
- CCC1CCCCN1S(=O)(=O)c1ccc(-n2cnnn2)c(C)c1 (stereo unspecified)
 : -0.1%	-45%	-0.1%	10%	i	0.1	-29%	0%	4.4%	2%
- Cc1cc(NC(=O)COC(=O)c2cccc(S(=O)(=O)N3CCOCC3)c2)no1
 : 0.0%	-64%	-0.1%	-2%	i	1.0	4%	-14%	4.2%	0%
- Cc1cc(N2CCN(S(=O)(=O)c3ccc(Cl)c(Cl)c3)CC2)c2ccccc2n1
 : -1.7%	-75%[20 µM]	-0.1%	5%	i	0.9	30%	8%	1.2%	8%
- Cc1ccc(S(=O)(=O)CCC(=O)OCC(=O)N2CC(=O)Nc3ccccc32)cc1
 : -2.6%	-4%	0.8%	20%	i	1.3	18%	1%	-5.1%	-1%
- S=C(NCC(c1ccco1)N1CCCC1)Nc1ccccc1 (stereo unspecified)
 : 0.3%	4%	-0.4%	1%	i	0.3	-43%	0%	-7.3%	23%
- CSc1ccc(CCNC(=O)c2cccc3c2C(=O)N(C2CCCCC2)C3)cc1
 : 1.3%	-4%	-0.1%	11%	i	0.6	-15%	-5%	-4.6%	13%
- COc1cc2c(cc1OC)C(C)=NCC2
 : 0.3%	2%	0.3%	6%	i	2.0	-45%	4%	5.0%	-7%
- CN1CCC(OC(=O)COc2ccc(Br)cc2)CC1
 : -0.8%	-13%	-0.1%	-15%	i	0.4	-35%	3%	0.6%	-4%
- Nc1c(C(=O)c2ccccc2)sc2nsc(SCCN3CCCC3)c12
 : 6.6%	8%	10%	-90%	+	5.9*	0%	20%	4.7%	20%
- COc1ccccc1CN(C)CC(=O)Nc1ccc(Cl)cc1C(F)(F)F
 : -1.6%	9%	-0.3%	0%	i	0.4	-17%	13%	-3.5%	7%
- COc1ccc(N2CCOCC2)c(NC(=O)c2ccc3c(c2)OCO3)c1
 : 0.2%	-7%	0.0%	-1%	i	1.0	6%	4%	-2.6%	7%
- O=C(C1=C[C@@H](C2CC2)C[C@@H](OCCCCO)O1)N1CCOCC1
 : 0.0%	6%	-0.2%	-13%	i	1.8	-7%	12%	nt	-5%
- CNC(=O)c1ccsc1NC(=O)c1sc2ccccc2c1Cl
 : 7.5%	-8%	0.3%	-41%	i	1.7	-24%	-5%	2.8%	17%
- Cc1ccc2c(C)c(C(=O)N(C)C(C)c3ccncn3)oc2c1C (stereo unspecified)
 : 0.4%	18%	0.2%	-24%	i	4.7	-1%	4%	-2.6%	2%
- Cc1cc(S(=O)(=O)N(Cc2ccc(C(C)(C)C)cc2)Cc2cccs2)ccc1-n1cnnn1
 : -0.9%	12%	-0.6%	28%	i	0.0	-1%	-16%	5.0%	22%

The results go on.
Every second line gives: HIV peptide binding	KOR beta-arrestin-1	GPR55 beta-arrestin	HEK293 NOD2/NF-kB	Myeloid diff 2	Myeloid diff 2 GFP+ MAC1+ %	NOD1 NF-kB reporter	GPR35 antagonists	KOR beta-arrestin-2	GPR55 LPI antagonism
- CC(COc1ccccc1)N1CCC(CO)(CCc2ccccc2)CC1 (stereo unspecified)
 : 1.0%	8%[20 µM]	-0.1%	-14%	i	0.5	-29%	-6%	-3.9%	6%
- C=CCc1ccccc1OCC(=O)OCCNC(=O)c1cccnc1
 : 1.1%	17%	-0.1%	23%	i	0.4	-8%	4%	0.6%	-2%
- O=C(c1cccs1)N(Cc1ccc(Cl)cc1)C1CCS(=O)(=O)C1 (stereo unspecified)
 : 1.1%	-15%	-0.1%	20%	i	0.4	-7%	-2%	-1.2%	2%
- CN(C)CCOc1ccccc1C(C)(C)C
 : 6.3%	-19%	-0.1%	10%	i	1.9	-2%	16%	2.3%	0%
- C=CCC1c2cccc(C(=O)O)c2C(=O)N1c1ccc(Cl)cc1 (stereo unspecified)
 : 0.9%	2%	0.2%	13%	i	1.1	16%	8%	3.2%	7%
- COC(=O)c1ccc(CNC(=O)C2CCC(=O)N(Cc3cccc(F)c3)C2)cc1 (stereo unspecified)
 : 1.4%	-21%	-0.1%	3%	i	0.9	-18%	-3%	4.8%	7%
- CC(=O)N1CCN(C(=O)c2ccco2)CC1
 : -0.7%	-3%	0.3%	-2%	i	5.0	-8%	-9%	0.4%	-7%
- O=C(Cc1ccc(Cl)cc1)Nc1ccc(-c2nnc(-c3ccco3)o2)cc1
 : 1.8%	-12%	0.5%	-1%	i	0.0	-67%	22%	-1.6%	4%
- COc1cc(C(=O)Nc2ccc(-n3cnnn3)c(C)c2)cc(OC)c1OC
 : -1.7%	-7%	-0.1%	-2%	i	6.4	-11%	-5%	-1.7%	8%
- COc1ccc(CCN=C(NS(=O)(=O)c2ccccc2)c2ccccc2)cc1OC
 : -1.7%	-38%	0.1%	1%	i	0.6	-40%	17%	-7.3%	-1%
- OC(COc1ccc(Cl)cc1)CN1CCC(Cc2ccccc2)CC1 (stereo unspecified)
 : 0.6%	-14%	-0.2%	1%	i	1.3	-12%	-7%	-0.9%	29%
- O=C1N(Nc2ccccc2)C(c2ccc(Br)cc2)C12CCCC2 (stereo unspecified)
 : 0.1%	-4%	0.8%	-5%	i	0.6	2%	1%	4.0%	-16%
- CCCCN(C(=O)Nc1ccc(Cl)cc1)C1CCN(C(C)=O)CC1
 : 0.4%	-17%	0.2%	-10%	i	6.1	5%	25%	-3.5%	2%
- Cc1ccc(NC(=O)C2CC(O)CN2C(=O)OCc2ccccc2)cc1C (stereo unspecified)
 : -0.5%	5%	0.0%	7%	i	0.9	-28%	6%	1.1%	-1%
- COc1ccccc1NC(=O)c1ccc(-n2cccn2)nc1
 : -0.4%	1%	0.5%	12%	i	0.5	2%	14%	-0.9%	12%
- Cc1ccc(OCC(=O)N2CCCCCC2)c(C)c1
 : 1.1%	-5%	-0.1%	-14%	i	9.1	-32%	13%	-4.4%	13%
- O=C(COc1ccc2ccc(=O)oc2c1)N1CCc2ccccc21
 : -0.9%	16%	-0.7%	-5%	i	0.2	-37%	1%	-6.9%	-5%
- O=C(NNC(=O)C1CC(c2cccnc2)=NO1)Nc1ccccc1F (stereo unspecified)
 : -0.6%	-6%	-0.3%	10%	i	0.8	-30%	14%	-0.6%	-10%
- N#Cc1cc2c(nc1SCc1ccccc1)CCCCC2
 : -2.0%	36%	-0.1%	1%	i	1.2	nt	11%	-1.5%	2%
- O=C(CN1CCN(C(=O)c2cccc(F)c2)CC1)NC1CCCCC1
 : -1.0%	33%	-0.1%	12%	nt	nt	1%	2%	-5.7%	-1%

Next part:
Every second line gives: HIV peptide binding	KOR beta-arrestin-1	GPR55 beta-arrestin	HEK293 NOD2/NF-kB	Myeloid diff 2	Myeloid diff 2 GFP+ MAC1+ %	NOD1 NF-kB reporter	GPR35 antagonists	KOR beta-arrestin-2	GPR55 LPI antagonism
- Cc1nn2c(NCc3cccnc3)c3c(nc2c1-c1ccccc1)CCC3
 : -2.4%	40%	0.4%	13%	i	0.1	3%	-8%	1.3%	-13%
- COc1ccc(Cl)c(NC(=O)Nc2c(C)n(-c3ccccc3)c(=O)n2C)c1
 : 1.2%	-7%	-0.1%	1%	i	0.6	-20%	-9%	1.7%	8%
- COc1cc(Cl)c(C)cc1NC(=O)c1ccc2c(SCC(=O)O)c3c(nc2c1)CCCC3
 : 44%	-15%	-0.3%	17%	i	0.8	2%	6%	0.9%	20%
- CCc1cccc(CC)c1NC(=O)CO/N=C(\N)CC(=O)NC1CCCCC1
 : 1.3%	-21%	0.1%	-9%	i	0.8	-30%	-2%	-4.1%	14%
